# Screening data as filed in PubChem.
# Tb MetRS inh: blocks T. brucei methionyl-tRNA synthetase activity. 360,000 compounds, 0.4% hits. purified T. brucei MetRS, ATP depletion, Kinase-Glo luminescence. inhibition, % at 11.9 µM;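 active = inhibition above a per-plate cutoff of the control wells' mean inhibition plus 3 SD, cut at about 5.5% in these data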;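 also: 0% = DMSO wells median and 100% = median of wells with control inhibitor compound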
#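 assay system = parasite MetRS enzyme | timing = 15 min preincubation, 2 h reaction, all 25 °C | evaluation = percent inhibition relative to median high and low control wells | medium = HEPES buffer containing pyrophosphatase, BSA, spermine, DTT | compound = single dose, 11.9 µM final nominal, 0.9% final DMSO | detection = Kinase-Glo luminescence, ATP depletion format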
# NRP1-CendR mod: alters CendR peptide binding to human NRP-1; O14786; FAM-RPARPAR peptide binding to NRP-1, fluorescence polarization; inhibition, % at 25 µM; 360,000 compounds, 0.85% hits; AID 602438;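 active = inhibition or corrected inhibition above about 18%, plus a signal ratio from 0.5 to 1.5, limit read from the data, passing the limit was not always enough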; also: strong numbers were not always called active
# SUMO1 PPI mod: SUMO1-SIM interaction modulation; P63165; SUMO1 binding to a labelled peptide, TR-FRET, 1 h; inhibition, % at 20 µM; 360,000 compounds, 0.33% hits; in the data active = inhibition above about 37%
# Target sequence (P63165 whole entry, looked up): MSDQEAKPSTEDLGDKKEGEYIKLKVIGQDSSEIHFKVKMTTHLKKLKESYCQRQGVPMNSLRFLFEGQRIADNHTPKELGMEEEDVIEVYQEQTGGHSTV
# Scp-1 inhibitor: Scp-1 (human) phosphatase inhibition; Recombinant Scp1, phosphopeptide, malachite green phosphate absorbance; inhibition, % at 20 µM; 340,000 compounds, 0.88% hits; AID 493091;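 active = inhibition above about 50% at 20 µM, limit read from the data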;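 also: plate controls were DMSO wells with enzyme for no effect and wells lacking enzyme for full effect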
# Target sequence (Q9GZU7 76-261 limits assumed): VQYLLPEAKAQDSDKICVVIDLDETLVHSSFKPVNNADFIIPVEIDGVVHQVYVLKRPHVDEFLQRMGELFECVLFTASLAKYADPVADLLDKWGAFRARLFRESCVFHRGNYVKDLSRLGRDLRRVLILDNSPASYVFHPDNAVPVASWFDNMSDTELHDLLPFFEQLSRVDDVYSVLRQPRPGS
#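 Test system: SCP-1 phosphatase catalytic domain, residues 76-261; measured by: colorimetric phosphate reagent with accelerator and stabiliser, absorbance at 630 nm; timing: enzyme reaction 45 min at room temperature, colour 5 min, stabilisation 30 min; also added: Phosphorylated 17-residue peptide substrate; compound dosing: one concentration, 20 µM, with 1.0% DMSO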
# SKN-1 block: blocks SKN-1 activity in C. elegans; C. elegans VP596 Pgst-4::GFP/RFP ratio, acrylamide-induced, 24 h; 360,000 compounds, 0.49% hits; inhibition, % at 21.8 µM; AID 624304;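 active = interference check ratio from 0.5 to 1.5 plus GFP to RFP signal ratio inhibition reaching or exceeding a fixed threshold, cut at about 30% in these data, passing the limit was not always enough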; also: some compounds called inactive have numbers as strong as hits
# DNMT1 inh: DNMT1 (human) enzyme inhibition | 360,000 compounds, 0.83% hits | P26358 | DNMT1 molecular beacon, Hinp1I cleavage, fluorescence | inhibition (reported as % activation of signal), % at 10 µM; in the data active = inhibition above about 50%
# STEP block: inhibitors of human striatal-enriched phosphatase STEP | P54829 | recombinant STEP, OMFP fluorogenic substrate, fluorescence | inhibition, % at 20 µM | 360,000 compounds, 0.25% hits;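 active = inhibition at 20 µM, scaled per plate between control wells, above about 37%, limit read from the data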;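 also: 0% = DMSO with enzyme and substrate and 100% = substrate only without enzyme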
#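 medium = Bis-Tris buffer pH 6.0, 2.5 mM DTT, 0.005% Tween 20 | test system = STEP (striatal-enriched tyrosine phosphatase) enzyme, cell-free | measure = normalized % inhibition | compound dosing = 20 µM, 1% DMSO | also added = 25 µM OMFP | schedule = reaction 20 min, ambient temperature | measured by = fluorescence read at 480 nm ex / 540 nm em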
# LMPTP inh: blocks human LMPTP phosphatase; P24666; recombinant LMPTP-A, OMFP fluorogenic substrate, fluorescence intensity; inhibition, % at 20 µM; 360,000 compounds, 0.22% hits; AID 651560;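 active = compounds that cut the enzyme signal by at least half of the control window in the single-dose screen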;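 also: plate controls were DMSO wells with enzyme plus substrate for no effect and substrate without enzyme for full effect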
# Target sequence (P24666 whole entry, looked up): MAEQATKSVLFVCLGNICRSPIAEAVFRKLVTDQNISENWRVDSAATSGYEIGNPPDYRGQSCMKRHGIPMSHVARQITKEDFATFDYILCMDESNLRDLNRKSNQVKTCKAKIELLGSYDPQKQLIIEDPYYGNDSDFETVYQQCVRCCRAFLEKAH
#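 test system = LMPTP-A | amount = 0.625 nM LMPTP-A final | reagent = fluorogenic phosphatase substrate OMFP at 400 µM final | incubation = 50 min at room temperature | benchmarks = no-enzyme low control, uninhibited high control | medium = Bis-Tris pH 6.0, DTT, detergent | signal = fluorescence intensity of OMFP turnover product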
# NadD inh: blocks S. aureus nicotinate mononucleotide adenylyltransferase. purified NadD enzyme, colorimetric absorbance read-out. inhibition, % at 20 µM. 360,000 compounds, 0.78% hits. AID 602399; in the data active = inhibition above about 26%; also: some compounds past the cut are filed as inactive
# Neddylation inh: blocks human cullin neddylation; P61081+Q13564; TR-FRET cullin neddylation, biochemical; 360,000 compounds, 0.58% hits; calls only at 25 µM; in the data active = inhibition above about 36%
# An asterisk follows results filed as active; i = inactive; · = not tested or not shown; + = active, no number. Random draw from the library; 4.6% or so of the library scored in one or more.
Molecule | Tb MetRS inh | NRP1-CendR mod | SUMO1 PPI mod | Scp-1 inhibitor | SKN-1 block | DNMT1 inh | STEP block | LMPTP inh | NadD inh | Neddylation inh
O=C(O)CC(Cc1ccccc1)c1ccc2c(c1)OCO2 (stereo unspecified) | 0.1 | 0 | -2 | -4 | -11 | 4 | -2 | 0.5 | 4 | i
COc1ccc(NC(=O)CSc2nc3ccsc3c(=O)n2Cc2ccccn2)c(OC)c1 | -0.2 | 4 | 2 | 2 | -7 | 0 | 3 | 0.0 | -3 | i
Cc1cccc(-c2c3c(=O)n(C)c(=O)n(C)c3cn2C2CCCCC2)c1 | -1.4 | 2 | 2 | -1 | 4 | 3 | 1 | -0.7 | 2 | ·
Cc1cc(-c2ccco2)n(CC(=O)NCc2ccccc2)n1 | 0.2 | -11 | 6 | -2 | 2 | 1 | 0 | -1.0 | -1 | i
CCN(CC)C(=O)c1[nH]cnc1C(=O)N[C@@H](C)c1ccccc1 | -0.2 | 16 | -8 | -2 | 13 | 4 | 1 | 0.8 | 2 | i
COc1ccc(N2CCN(C(=O)COC(=O)CCOc3ccccc3C)CC2)cc1 | -0.3 | -9 | 24 | -7 | 5 | 17 | 0 | 0.0 | 2 | i
Nc1cc(=O)[nH]c(SCCOc2ccccc2)n1 | 0.0 | -9 | 4 | -3 | 5 | -2 | 1 | 0.7 | 2 | i
CCC1(C)Cc2c(c(=O)n(-c3ccccc3)c3ncnc(N)c23)CO1 (stereo unspecified) | -0.8 | -18 | -2 | -7 | 7 | 2 | 3 | 0.3 | -2 | i
O=C(Nc1cccc([N+](=O)[O-])c1)c1ccc2c(c1)OCCO2 | 0.2 | -4 | -20 | -14 | 0 | 1 | 1 | -0.3 | -1 | i
CCOc1cccc(-c2cc(C(=O)N/N=C/c3ccc(OC)c(CN4CCOCC4)c3)c3ccccc3n2)c1 | -0.4 | -4 | -7 | -3 | -1 | -10 | 3 | 1.3 | -8 | i
Cc1ccc(-n2ncc3c2CCCC3NC(=O)c2ccccc2N2CCOCC2)cc1C (stereo unspecified) | -0.4 | 0 | -3 | 6 | -13 | 0 | 0 | 0.0 | -1 | i
CCOc1ccc(NC(=O)c2nn(C)cc2Br)cc1 | -1.1 | 3 | -1 | -6 | 3 | -2 | -5 | -0.1 | -5 | i
Cc1cc(NC(=O)c2cc3n(n2)C(C(F)(F)F)CC(c2ccco2)N3)no1 (stereo unspecified) | -0.8 | -12 | 1 | -1 | 0 | 0 | -2 | -0.8 | 3 | i
COc1ccc(C2C(C#N)=C(N)Oc3cccc(O)c32)cc1 (stereo unspecified) | -0.3 | -7 | -5 | -8 | 9 | -5 | 1 | 3.0 | -5 | i
Cc1ccc(NC(=S)Nc2cccc3cnccc23)cc1C | -2.1 | -4 | 9 | 1 | 10 | -17 | 5 | 1.8 | 8 | i
CC(=O)N1CCC(Nc2ccc(C)cc2)CC1 | -0.8 | -3 | -5 | -4 | 8 | -3 | -2 | -1.7 | 2 | i
Cc1sc2nc(CN3CCOCC3)[nH]c(=O)c2c1-c1ccccc1 | -0.3 | 6 | 3 | -6 | 9 | 5 | -5 | -1.5 | 2 | i
O=C(COC(=O)c1cccc(OC(F)F)c1)NCC1CCCO1 (stereo unspecified) | -0.1 | 20 | -3 | -10 | 7 | 6 | -4 | -2.2 | -3 | i
Cc1ccc(CNC(=O)Nc2nnc([C@@H]3C[C@H](O)[C@@H](CO)O3)s2)cc1 | -0.1 | -5 | 4 | · | 0 | -1 | 0 | -1.6 | -3 | i
CCc1nnc(NC(=O)c2ccc(S(=O)(=O)N3CCc4ccccc4C3)cc2)s1 | 0.3 | -3 | 1 | -7 | 10 | 2 | -1 | -0.9 | -5 | i
COc1ccc2c(c1)CCc1c(C(=O)N3CCCCCC3)noc1-2 | -1.4 | -11 | 3 | -4 | -7 | 3 | -3 | -0.4 | -8 | i
CCOC(=O)Cn1cc(/C=N/NC(=O)CC#N)c2ccccc21 | -0.3 | -8 | -7 | -7 | 2 | -6 | -1 | -0.2 | -3 | i
COc1ccc(NS(=O)(=O)c2ccc(OC)c(NC(=O)CNC(=O)c3ccc(OC)cc3)c2)cc1 | -0.3 | 2 | 1 | 0 | -18 | 4 | 1 | 0.8 | 4 | i
Cc1ccc(C(=O)N/N=C/c2ccc(N3CCOCC3)cc2)c(C)c1 | -0.5 | 15 | -10 | -5 | -1 | 14 | 0 | -0.4 | -3 | +
O=C(CSc1cccc[n+]1[O-])Nc1ccc(Cl)cc1F | 0.0 | 6 | -2 | -8 | -10 | 3 | -3 | -1.2 | -3 | i

# Further results follow:
Molecule | Tb MetRS inh | NRP1-CendR mod | SUMO1 PPI mod | Scp-1 inhibitor | SKN-1 block | DNMT1 inh | STEP block | LMPTP inh | NadD inh | Neddylation inh
O=C(Cn1cc([N+](=O)[O-])ccc1=O)N1CCc2ccccc2C1 | 0.1 | 0 | -17 | 3 | 0 | 4 | 0 | -0.5 | -1 | i
O=C1c2ccccc2-c2n[nH]c(=O)c3ccc(N4CCCCC4)c1c23 | -0.4 | 2 | -16 | -3 | 10 | 0 | 4 | 1.0 | 14 | i
N#C/C(=C/c1ccncc1)c1nc2ccccc2c(=O)[nH]1 | 0.6 | -18 | 6 | -6 | 5 | 1 | -1 | -1.7 | -3 | i
COc1ccc(F)c(CN2CCC(CO)(Cc3cccc(C(F)(F)F)c3)CC2)c1 | -0.9 | -7 | 4 | -10 | -1 | 1 | -1 | 1.8 | -13 | i
CCn1c(SCC(=O)N/N=C/c2c[nH]c3ccccc23)nnc1-c1ccc(Cl)cc1 | 0.7 | 2 | 2 | -5 | 5 | -5 | -4 | 0.7 | 7 | i
COc1ccc(N2CC(C(=O)Nc3cccc(C)n3)CC2=O)cc1 (stereo unspecified) | 0.2 | 18 | 0 | -2 | 0 | 7 | 1 | -1.8 | -3 | i
Cc1cc(Cl)ccc1OCCCC(=O)NO | 3.7 | 22 | 4 | -8 | -3 | 1 | -1 | 0.6 | -2 | i
CCC(Sc1nc(C)cc(C)n1)C(=O)Nc1nccs1 (stereo unspecified) | 0.4 | -6 | 1 | -5 | 4 | -1 | 4 | 1.1 | 0 | i
COc1ccc(NC(=O)CN2C(=O)NC(C)(c3ccc4c(c3)OCCO4)C2=O)cc1S(N)(=O)=O (stereo unspecified) | -0.1 | -3 | 5 | -7 | 4 | 1 | -3 | -1.3 | 8 | i
Cc1cc(Br)c(S(=O)(=O)NCc2ccncc2)cc1C | -0.2 | 14 | 4 | 0 | 4 | -2 | -1 | -0.9 | -3 | i
Cc1noc(C)c1COc1ccccc1C(=O)NC(C)c1ccc(Cl)cc1 (stereo unspecified) | -0.2 | 4 | 2 | 6 | 6 | -2 | 2 | -0.2 | -3 | i
Cc1cc(NS(=O)(=O)c2ccc(NC(=O)C(C)Oc3ccc(Cl)cc3)cc2)no1 (stereo unspecified) | -0.3 | -4 | -2 | -8 | -1 | -3 | -4 | -1.6 | 7 | i
CCOc1ccc(CN(C)CC(=O)Nc2cccc(C)c2)cc1OC | -0.3 | -6 | 2 | -7 | -8 | -1 | 6 | 0.2 | -5 | i
Cc1ccc(NC(=O)Cn2c(=O)oc3ccccc32)c(C)c1 | -1.2 | 3 | 2 | -10 | -9 | 1 | -4 | -1.3 | -4 | i
Fc1ccccc1/C=N/Nc1ccc(Cl)nn1 | -0.4 | 8 | 19 | -4 | 5 | 7 | -3 | -0.3 | -2 | i
Cc1ccccc1SCC(=O)N1CCN(c2ccc(C(F)(F)F)cn2)CC1 | -1.4 | 6 | 3 | 2 | 12 | 12 | -2 | 0.6 | 1 | i
CC(C)Cc1nnc(NC(=O)C2CCN(C(=O)c3ccc(Cl)cc3)CC2)s1 | -0.1 | -5 | 5 | -6 | -3 | -1 | 4 | -0.3 | 0 | i

# Some values from the results shown:
# Cc1cc(Br)c(S(=O)(=O)NCc2ccncc2)cc1C | Scp-1 inhibitor: 0
# Cc1ccccc1SCC(=O)N1CCN(c2ccc(C(F)(F)F)cn2)CC1 | NadD inh: 1
# CCn1c(SCC(=O)N/N=C/c2c[nH]c3ccccc23)nnc1-c1ccc(Cl)cc1 | DNMT1 inh: -5
# Cc1ccc(NC(=O)Cn2c(=O)oc3ccccc32)c(C)c1 | LMPTP inh: -1.3
# COc1ccc(N2CC(C(=O)Nc3cccc(C)n3)CC2=O)cc1 (stereo unspecified) | SKN-1 block: 0
# N#C/C(=C/c1ccncc1)c1nc2ccccc2c(=O)[nH]1 | Tb MetRS inh: 0.6
# Fc1ccccc1/C=N/Nc1ccc(Cl)nn1 | DNMT1 inh: 7

# Retrieved by structure from the entries so far:
Molecule | Tb MetRS inh | NRP1-CendR mod | SUMO1 PPI mod | Scp-1 inhibitor | SKN-1 block | DNMT1 inh | STEP block | LMPTP inh | NadD inh | Neddylation inh
COc1ccc(F)c(CN2CCC(CO)(Cc3cccc(C(F)(F)F)c3)CC2)c1 | -0.9 | -7 | 4 | -10 | -1 | 1 | -1 | 1.8 | -13 | i
COc1ccc(N2CCN(C(=O)COC(=O)CCOc3ccccc3C)CC2)cc1 | -0.3 | -9 | 24 | -7 | 5 | 17 | 0 | 0.0 | 2 | i
